Compound activity (PubChem BioAssay)
CAL PDZ inh = CAL PDZ peptide-binding inhibitors, primary screen, biochemical, fluorescence polarization, Cer-tagged CAL PDZ, HTS | purified CAL PDZ, TMR-peptide fluorescence polarization, 1 h | Golgi-associated PDZ and coiled-coil motif-containing protein (Homo sapiens), Q9HD26 | hit rate 0.02% among 330,000 | AID 504414, 2011 | inhibition, % at 20 µM;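 active = highest replicate inhibition of at least 40%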;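 also: plate controls were DMSO neutral control wells for no effect and unlabeled competitor peptide control wells for full effect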
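Test system: purified CerCALP PDZ construct; Compound dosing: one concentration, 20 µM compound; Also added: TMR-labelled reporter peptide T*-PRC34 bound in PDZ groove; Read-out: inhibition from polarization loss; Controls: unlabelled peptide and DMSO controls; Signal: FP readout, S and P plane fluorescence; Incubation: 1 h at RT.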
Wnt bcat act = Wnt/beta-catenin pathway activators, primary screen, cell-based, plate reader, single point; Wnt/beta-catenin reporter cell assay, activator; activation, % at 9.35 µM; AID 743398, 2014; hit rate 1.2% among 300,000; in the data active = activation above about 30%, passing the limit was not always enough; inconclusive = no clear call, values can overlap the other calls;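 also: 0% = neutral control wells and 100% = positive control wells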
DAGLB inh = DAGLB lipase inhibitors, primary screen, biochemical, fluorescence, HTS; Diacylglycerol lipase-beta (Homo sapiens), Q8NCG7; HEK293T DAGLB membrane lysate, EnzChek fluorogenic substrate; inhibition, % at 5.17 µM; hit rate 0.059% among 340,000; AID 504411, 2011; in the data active = inhibition above about 34%;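 also: 0% = enzyme with vehicle and 100% = wells lacking enzyme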
Target sequence (Q8NCG7 whole entry, looked up): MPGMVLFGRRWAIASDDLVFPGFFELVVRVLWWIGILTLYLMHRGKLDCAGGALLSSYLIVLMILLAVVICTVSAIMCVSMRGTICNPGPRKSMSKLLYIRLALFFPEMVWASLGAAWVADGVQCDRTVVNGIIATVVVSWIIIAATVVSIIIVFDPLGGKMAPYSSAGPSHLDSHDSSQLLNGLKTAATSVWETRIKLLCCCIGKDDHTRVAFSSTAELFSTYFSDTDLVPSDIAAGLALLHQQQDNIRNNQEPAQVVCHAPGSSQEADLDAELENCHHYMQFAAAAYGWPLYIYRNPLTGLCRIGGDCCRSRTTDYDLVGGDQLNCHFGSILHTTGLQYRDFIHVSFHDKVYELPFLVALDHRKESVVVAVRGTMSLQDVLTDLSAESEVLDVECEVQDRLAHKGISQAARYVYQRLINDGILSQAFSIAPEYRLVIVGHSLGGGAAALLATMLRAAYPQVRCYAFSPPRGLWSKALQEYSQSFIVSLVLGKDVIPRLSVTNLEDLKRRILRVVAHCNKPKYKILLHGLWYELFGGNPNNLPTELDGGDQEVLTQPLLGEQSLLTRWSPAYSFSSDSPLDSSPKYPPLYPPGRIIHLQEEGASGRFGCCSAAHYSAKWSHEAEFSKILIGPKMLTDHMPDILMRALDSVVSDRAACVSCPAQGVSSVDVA
PvdQ inh = P. aeruginosa PvdQ acylase inhibitors, primary screen, biochemical, fluorescence, plate reader and imaging, single point. PvdQ acylase [Pseudomonas aeruginosa LESB58]. purified PvdQ acylase. inhibition, % at 10 µM. hit rate 0.063% among 340,000. AID 488965, 2010; in the data active = inhibition above about 30%, passing the limit was not always enough; inconclusive = no clear call, values can overlap the other calls;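 also: 0% = vehicle neutral wells and 100% = reference inhibitor wells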
AddAB inh = growth inhibition of E. coli expressing H. pylori AddAB, primary screen, AddAB inhibitor project, absorbance; AID 435030, 2010; inhibition, % at 11.9 µM; hit rate 0.29% among 330,000; in the data active = inhibition above about 12%;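 also: 0% = vehicle wells of infected cells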
PfHsp90 yeast 2 = growth inhibition of PfHsp90-expressing yeast, primary screen, antimalarial PfHsp90 inhibitor project, S. cerevisiae, BacTiter-Glo luminescence, single point, set 2; hit rate 0.32% among 310,000; inhibition, % at 9.4 µM; BacTiter-Glo ATP, 48 h; yeast lacking PDR1 and PDR3 efflux regulators; AID 504621, 2011;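 active = every replicate shows inhibition above about 80%, whatever the replicate mean, limit read from the data; inconclusive = mean inhibition reaches the set limit but some replicate falls short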;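 also: 0% = DMSO neutral controls and 100% = 20 µM radicicol positive controls; yeast relying on Plasmodium falciparum Hsp90 in place of its own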
Tat transport = E. coli Tat export inhibitors, primary screen, MC4100, TorA-mCherry reporter, fluorescence, single point; inhibition, % at 10 µM; hit rate 0.036% among 340,000; AID 488895, 2010;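 active = mean replicate inhibition at least 50% and at least half of replicates individually reaching 50%; inconclusive = only one of the two criteria met; inactive = neither criterion met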;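 also: exported cargo escapes ClpAP degradation while cytoplasmic cargo is degraded and loses fluorescence; 0% = median of neutral control wells and 100% = median of NaSCN control wells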
Rtt109 HAT inh = inhibitors of C. albicans Rtt109/Vps75 HAT, primary screen, biochemical, ThioGlo CoA-SH fluorescence, plate reader; AID 540336, 2011; inhibition, % at 34.9 µM; Histone acetyltransferase RTT109 (Candida albicans (strain SC5314 / ATCC MYA-2876)), …; hit rate 0.16% among 330,000; purified Rtt109/Vps75, 4 h;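 active = inhibition of at least 50% in every replicate; inconclusive = best replicate reaches 50% inhibition but some replicates fall short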
Target sequence (Q5AAJ8 whole entry, looked up): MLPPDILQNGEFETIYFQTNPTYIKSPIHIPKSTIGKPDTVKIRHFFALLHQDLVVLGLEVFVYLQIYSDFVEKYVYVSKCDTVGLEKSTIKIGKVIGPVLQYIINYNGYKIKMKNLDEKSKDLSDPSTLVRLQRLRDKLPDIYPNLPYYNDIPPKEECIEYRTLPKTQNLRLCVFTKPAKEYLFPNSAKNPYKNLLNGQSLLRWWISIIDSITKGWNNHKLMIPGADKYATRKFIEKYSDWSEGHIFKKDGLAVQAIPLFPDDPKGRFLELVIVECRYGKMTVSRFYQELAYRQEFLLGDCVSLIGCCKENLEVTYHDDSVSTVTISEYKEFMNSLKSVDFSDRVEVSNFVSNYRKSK
phage Ecoli inh = growth loss of phage-infected E. coli, primary screen, RecBCD inhibitor project, absorbance, with phage, HTS. hit rate 0.26% among 360,000. AID 651602, 2012. inhibition, % at 11.9 µM; in the data active = inhibition above about 11%
E coli growth = E. coli V3065 growth inhibition, primary screen, counter-screen for AddAB inhibitor project, absorbance, OD600. 18 h. inhibition, % at 11.9 µM. hit rate 0.27% among 330,000. AID 449728, 2010;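 active = inhibition above the campaign's mean inhibition across all tested compounds plus 3 SD, cut at about 9.9% in these data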;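 also: uninfected addAB+ strain grown without phage in ampicillin broth; 0% = DMSO wells and 100% = ciprofloxacin 0.95 µg/ml wells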
Active calls of the source: *; ? = inconclusive; . = not tested or not shown.

SMILES	CAL PDZ inh	Wnt bcat act	DAGLB inh	PvdQ inh	AddAB inh	PfHsp90 yeast 2	Tat transport	Rtt109 HAT inh	phage Ecoli inh	E coli growth
COc1cccc(NC(=O)CSc2nccn2-c2cccc(OC)c2)c1	0.3	.	-4	5	4.8	22	1	-8	2.9	-1.4
COc1cc2c(cc1OC)CN(S(=O)(=O)c1cccc(F)c1)CC2	.	-1	-3	-1	-1.7	10	-2	1	-1.4	-0.3
CCOC(=O)c1c(C)[nH]c(C)c1C(=O)CSc1ncccn1	0.0	-1	2	-11	0.5	-17	-5	-4	.	-1.7
C=CCOc1ccccc1CN1CCCN(C)CC1	0.3	-3	-2	-2	3.1	1	-1	4	2.8	-1.4
COc1ccc(OC)c(Nc2nc(-c3cccs3)cs2)c1	-4.5	10	1	-5	1.3	-16	15	-3	0.1	2.3
Cc1cccc(NC(=O)c2ccccc2NC(=O)C(C)(C)C)n1	0.3	.	-2	9	4.6	3	6	-17	1.4	-0.1
Cc1cccc(NC(=O)c2ccc(Cl)c(S(=O)(=O)N3CCCCCC3)c2)n1	-1.3	-2	-3	-18	-0.6	.	1	9	2.7	1.9
CCCCCN1C2=NCCN2c2ccccc21	-1.6	.	1	-18	-0.5	3	34	1	2.2	0.2
CC(OC(=O)CCC(=O)c1ccc(F)cc1)C(=O)NC1CCCCC1C (configuration not stated)	-0.7	-1	-1	-11	5.0	-5	-4	-4	0.1	-2.3
CNC(=S)N1N=C(c2ccc(C)cc2)CC1c1cc(OC)ccc1OC (configuration not stated)	-2.3	0	-5	18	0.9	4	-2	3	2.6	0.9
CCOC(=O)C1CC(=O)c2cc(OC)c(OC)cc2C1 (configuration not stated)	-0.5	-2	0	0	-3.2	-5	-3	-6	0.3	-1.7
Cc1ccccc1CSc1nn2c(=O)c(C)nnc2s1	-1.8	-1	-2	3	-1.1	2	0	-1	2.5	0.5
O=C(CCCn1c(=O)oc2ccccc21)Nc1cccnc1	-1.6	3	1	-12	-1.3	10	-1	-5	2.1	0.6
CC(=O)Nc1ccc(NC(=O)C(Sc2ccccc2)c2ccccc2)cc1 (configuration not stated)	1.1	2	-3	-10	4.1	-4	6	5	3.9	0.3
Cc1ccc(Cn2nnc3c(=O)[nH]c(C4CCCN(S(=O)(=O)c5ccc(F)cc5)C4)nc32)cc1 (configuration not stated)	-1.5	-6	0	-17	2.9	-4	0	-4	0.8	-2.8
O=C(COC(=O)C1(c2ccc(F)cc2)CCCC1)N1CCN(C(=O)c2ccco2)CC1	-0.4	.	0	0	-1.3	-11	16	-4	1.8	-0.4
CCCCNC(=O)c1ccc(CNS(=O)(=O)c2ccc(Br)cc2)cc1	-4.1	-3	-1	-14	4.2	-31	1	0	3.6	4.1
CCNC(=O)NC(=O)C(C)OC(=O)C1CCN(S(=O)(=O)c2ccccc2F)CC1 (configuration not stated)	-2.6	.	0	7	0.9	-3	?	-4	2.3	-1.3
O=C(c1ccc(Oc2ccc([N+](=O)[O-])cc2)cc1)N1CCCCCC1	-1.8	-2	-8	2	2.0	14	-1	-5	-0.1	1.5
CC(C)N1CC(O)=C(c2ccccc2)C1=N	-1.4	0	0	-5	0.3	14	-4	3	1.9	0.0
Cc1cc(NC(=O)COC(=O)[C@@H](NS(=O)(=O)c2ccccc2)C(C)C)no1	-0.1	-3	-1	4	3.6	7	-1	4	2.4	0.3
O=C1OC(c2ccc(O)cc2)(c2ccc(O)cc2)c2ccccc21	-1.0	-2	0	-4	0.8	-11	-4	11	3.5	-0.2
O=C(Cn1c(=O)c2cccn2c2ccccc21)NCCCN1CCCCC1	-0.4	2	-2	-10	5.9	2	1	4	2.8	2.0
O=C(O)CSc1nc2ccccc2[nH]1	-0.5	-3	3	-7	1.5	4	1	-1	1.5	-0.2
C/C=C(/C)C(=O)Nc1cccc(C2=NOC3(C2)C[C@H](C(N)=O)N(C(=O)c2ccccc2)C3)c1 (some centres not stated)	-2.4	2	0	-6	1.9	-13	4	-6	-0.6	-1.2

Reprinted from the part before: 2 entries, followed by the next part.
SMILES	CAL PDZ inh	Wnt bcat act	DAGLB inh	PvdQ inh	AddAB inh	PfHsp90 yeast 2	Tat transport	Rtt109 HAT inh	phage Ecoli inh	E coli growth
O=C(O)CSc1nc2ccccc2[nH]1	-0.5	-3	3	-7	1.5	4	1	-1	1.5	-0.2
C/C=C(/C)C(=O)Nc1cccc(C2=NOC3(C2)C[C@H](C(N)=O)N(C(=O)c2ccccc2)C3)c1 (some centres not stated)	-2.4	2	0	-6	1.9	-13	4	-6	-0.6	-1.2
COc1ccc(S(=O)(=O)N(C)C(C)CCc2ccco2)cc1 (configuration not stated)	-1.4	3	-4	-12	-2.7	3	0	-21	-1.4	-1.0
Cc1cc(F)ccc1S(=O)(=O)Nc1ccccc1C(=O)N1CCCC1	0.1	0	-2	-10	6.2	15	5	0	0.9	2.4
CCOC(=O)CSC1=N/C(=C\c2cccnc2)C(=O)N1c1ccc(OC)cc1	0.4	-1	-2	-9	3.5	-6	2	5	2.5	0.8
O=C1CC(N2CCC(c3nc4ccccc4[nH]3)CC2)C(=O)N1Cc1ccccc1 (configuration not stated)	-1.5	.	-1	-3	0.9	-4	-10	1	3.4	-0.6
CCOC(=O)c1c(C)[nH]c(C)c1C(=O)CSc1nnc(-c2ccncc2)n1C	-0.9	1	0	-13	0.2	68	0	5	2.2	-1.5
O=C(OCC(=O)N1CCc2ccccc2C1)c1ccc(N2CCOCC2)c([N+](=O)[O-])c1	-1.7	-2	3	-1	2.0	-24	-5	0	2.0	0.8
CN(C)c1cccc(-c2csc(N3CCC(C(N)=O)CC3)n2)c1	-2.3	33*	-6	-12	-0.2	.	-13	3	1.0	-1.1
NC(=O)c1cc(S(=O)(=O)Nc2cccc(F)c2)co1	1.0	3	3	10	4.4	-1	10	8	2.3	1.0
C=CCc1cccc2cc(C(=O)OCC(=O)c3ccccc3)c(=O)oc12	-1.1	1	-3	-11	-0.9	10	1	-2	2.8	-2.1
CSCCC(NC(=O)c1cccc(C)c1)C(=O)OCN1C(=O)c2ccccc2C1=O (configuration not stated)	-2.4	-1	1	7	0.2	.	-6	9	2.1	-1.2
N#CCCN(C(=O)COC(=O)c1n[nH]c2ccccc12)c1ccccc1	-0.8	-3	3	-15	0.5	28	-8	-18	1.8	1.1
Cc1nc2cc(NC(=O)N(C)c3ccc4ccccc4c3)ccc2o1	-0.9	3	-5	-11	1.1	.	4	-2	2.1	1.7
CC(=O)Nc1ccc(N(C(=O)CNC(=O)c2cccs2)C(C(=O)NC(C)(C)C)c2ccccc2)cc1 (configuration not stated)	-3.3	2	1	-4	-0.3	19	0	2	3.2	0.9
CCOC(=O)N1CCN(C(=O)/C(=C/c2cccs2)NC(=O)c2cccs2)CC1	0.7	-7	-1	-10	-0.3	25	-8	2	2.6	-1.5
Cn1nc(C(F)(F)F)c2cc(NC(=O)OCc3ccc(C(C)(C)C)cc3)sc21	0.5	-2	2	4	.	-6	2	0	0.2	.
CCCCOC(=O)CSc1nnc(N)s1	-0.5	-4	2	14	2.8	-3	-3	4	3.4	0.7
CCCC(C(=O)NC1CCCC1)N(C(=O)c1snc(C(N)=O)c1N)c1ccc(F)cc1 (configuration not stated)	-0.3	0	1	-4	.	-6	8	-8	0.9	.
Cc1cc(OC(=O)c2ccc(S(=O)(=O)N3CCCC3)cc2)c([N+](=O)[O-])c(=O)[nH]1	-1.8	-3	-2	5	-1.3	-3	0	.	4.6	1.8
O=C(CCc1ccccc1)Nc1ccc2ccccc2n1	-1.3	56*	-4	-6	1.6	9	-6	0	6.6	-0.3
O=C(CC1OC(=O)c2ccccc21)Nc1cc(S(=O)(=O)N2CCOCC2)ccc1OCC(F)(F)F (configuration not stated)	-1.6	-1	-1	5	1.0	-5	-7	13	3.2	0.3
O=C(COC(=O)C1CCN(c2ccc(C(F)(F)F)cn2)CC1)NCc1ccccc1	-0.8	-3	-3	-13	-1.6	.	10	11	-1.2	0.2
CC1(C)Cc2ccccc2C(N/N=C/c2ccc(Cl)cc2)=N1	-0.7	0	-17	0	1.4	-7	-1	4	1.0	2.5
Cc1ccc(NC(=S)N2CCCCCC2)cc1	-0.8	1	-2	-13	-1.5	10	0	-1	3.6	-1.9
CCCCN(C)C(=O)c1cn(CC)c2ccc(S(=O)(=O)N(C)C)cc2c1=O	-0.8	-2	-1	-4	8.6	-20	0	6	1.2	-0.2
Cc1ccc(C(=O)N2c3ccccc3NC(=O)C2C)cc1 (configuration not stated)	-0.5	-1	1	-14	2.0	12	-1	6	1.7	1.6
The listing continues:
SMILES	CAL PDZ inh	Wnt bcat act	DAGLB inh	PvdQ inh	AddAB inh	PfHsp90 yeast 2	Tat transport	Rtt109 HAT inh	phage Ecoli inh	E coli growth
COc1ccc(Br)c(C(=O)Nc2ccc(F)cc2)c1	-1.4	7	-3	-19	0.8	12	-3	-5	0.8	1.1
COc1ccccc1CNC(=O)C1(c2ccc(Cl)cc2)CC1	-2.9	-7	-1	-9	1.4	-4	6	.	4.3	-1.3
Cc1cccc(C)c1NC(=O)C1(N(Cc2ccco2)C(=O)CC2NC(=O)NC2=O)CCCCC1 (configuration not stated)	-1.4	6	2	-1	-0.5	-10	-9	-9	1.1	-0.1
CCOc1ccc(NC(=O)CN(C)C(=O)C2CCN(C(=O)Nc3ccccc3)CC2)cc1OCC	-1.3	-3	-1	-25	.	.	-2	4	1.4	.
O=C(CSc1ccccc1C(=O)O)c1ccccc1	-2.6	2	-2	-19	2.4	-26	-7	-1	3.6	-1.3
COc1ccc(OC)c(NC(=O)NCCN2CCN(c3ccccc3)CC2)c1	-1.6	-2	-3	-7	1.0	22	-2	0	-0.2	2.6
Cc1ccc(S(=O)(=O)N2CCC(C(=O)N[C@@H](C)C(=O)NCc3ccccc3)CC2)cc1	-0.4	.	0	-11	0.7	-21	2	0	0.3	1.2
CCN(CC)S(=O)(=O)c1ccc(C)c(NC(=O)CNCCN(C(C)C)C(C)C)c1	0.0	-4	0	-25	-2.1	-3	3	-10	0.5	-1.3
O=C(Nc1ccc(-n2cccn2)cc1)C1CCN(Cc2ccsc2)CC1	-2.1	0	-2	-5	-1.2	-7	2	-7	0.4	1.8
CC(=O)c1sc(Nc2cccc3ccccc23)nc1C	-0.1	10	2	-10	1.0	-12	0	11	-1.4	-2.2
Cc1ccc(Cn2nnc3c(=O)n(Cc4cccc(C)c4)cnc32)cc1	-2.1	.	-4	2	3.1	-23	4	8	-0.7	2.7
CCN(c1ccccc1)S(=O)(=O)c1ccc(C(=O)Oc2ccc(C(C)=O)cc2)cc1	-0.5	.	1	-12	-1.6	4	8	3	1.5	-2.3
O=[N+]([O-])c1ccc(O)c(Nc2ncnc3ccccc23)c1	-1.9	-1	0	-7	-1.6	0	-3	-6	2.5	1.0
